TRPV1 agonist: agonists of human vanilloid receptor 1 (TRPV1) | AID 540275 | activation, % at 8.33 µM | Q8NER1 | 320,000 compounds, 0.19% hits | TRPV1-expressing cells, Fluo-8 calcium influx, agonist mode; in the data active means activation above about 80%; inconclusive means between about 30% and that limit; further: 0% is about no effect
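Cells expressing TRPV1 were dye-loaded with Fluo-8 and read kinetically: 10 s baseline, 3 min after compound (agonist portion), then 2 min after EC20 capsaicin (allosteric enhancer portion). Calcium-bound dye fluorescence at 480/520 nm.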
GALK inh: galactokinase (human) inhibition | AID 1868 | Potency, µM (series often up to 57.5 µM), without a hit: top-dose activity change, negative = inhibition, usual class: inhibitors | 270,000 compounds, 0.007% hits | Purified GALK, Kinase-Glo residual ATP luminescence; further: potency means the concentration at half of the fitted maximal effect; on the % scale 0 is the no-effect control and ±100 the full control effect
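5 nM enzyme, 35 uM ATP, 100 uM galactose, 20 mM HEPES pH8.0, 5 mM MgCl2; 1 h RT; residual ATP by Kinase-Glo Plus luminescence, qHTS format.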
A-T KAP1 phos: candidate therapy for ataxia-telangiectasia. […] A-T fibroblasts, KAP-1 phosphorylation AlphaLISA; neocarzinostatin DNA damage 30 min before lysis. Potency, µM (series often up to 57.5 µM), for inactives: top-dose activation, usual class: activators. 320,000 compounds, 0.19% hits; further: potency means the concentration at half of the fitted maximal effect; % of control where 0% means no effect; nearly all actives have a fitted effect of over 45% in size
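ATM-like activity read as KAP-1 phosphorylation via AlphaLISA donor/acceptor antibody pairs after lysis and 6 hr at 25C. Cells were ATM-null patient fibroblasts ([…], hTERT), dosed 60 min, then exposed to the DSB inducer NCS for 30 min.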
CXXC DNA block: MLL CXXC-DNA interaction inhibition; MLL-CXXC / FITC-HOXA9 DNA fluorescence polarization; Potency, µM (series often up to 115 µM), for the others: top-dose activity change, negative = inhibition, hits mostly inhibitors; 290,000 compounds, 0.037% hits; AID 2662; active means well fitted inhibition curve with a large enough effect in the polarisation, with a control signal flat, not every such curve was filed as active; inconclusive means small, poorly fitted or top-dose-only effect, or effect the other way, or a change in a side signal; inactive means no such curve, though single readings can be large or run the other way; the % refers to the polarisation; further: potency means the concentration at half of the fitted maximal effect
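Fluorescence polarization: 7 uM MLL-CXXC (stock) preincubated 5 min with compounds, then 50 nM fluorescein-HOX-A9 DNA (stock) added; 30 min ambient. Buffer 50 mM Tris-HCl pH 7.5, 50 mM NaCl, 1 mM DTT, 0.05% BSA.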
KCNH2 WT inh: KCNH2 (human, wildtype) channel inhibition; activity change, % at 1.84 µM; 340,000 compounds, 0.37% hits; Q12809; U2OS, BacMam KCNH2, thallium flux FluxOr; stronger effect = lower value;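 active means maximum activity change below -70%; inconclusive means maximum activity change between -70% and -50%; inactive means maximum activity change above -50%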; further: on the % scale 0 is the no-effect control and ±100 the full control effect
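U2OS cells transduced with wild-type KCNH2 virus are loaded with FluxOr dye for 45 min, and thallium flux is measured in kinetic reads before and after stimulation buffer. Rate constants are normalized to DMSO controls.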
Coupling enz: coupling enzyme interference in Giardia aldolase counter-screen; 290,000 compounds, 0.67% hits; AID 2472; coupling enzyme system counterscreen, AmpLite Red fluorescence; activity change, negative = inhibition, % at 58.2 µM, hits read low; in the data active means activity change below about -30%; further: on the % scale 0 is the no-effect control and ±100 the full control effect
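Compounds tested against the coupling enzymes alone at 57.5 uM final; readout was AmpLite Red fluorescence (525/598 nm) after 20 min at RT.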
S-ASM inh: human S-ASM enzyme inhibition; 340,000 compounds, 0.006% hits; Potency, µM (doses to about 57.5 µM), inactives show at the top dose activity change, negative = inhibition, usual class: inhibitors; placental ASM, HMU-PC fluorogenic substrate, 60 min; P17405; further: potency means the concentration at half of the fitted maximal effect
Target sequence (P17405 47-631 limits assumed): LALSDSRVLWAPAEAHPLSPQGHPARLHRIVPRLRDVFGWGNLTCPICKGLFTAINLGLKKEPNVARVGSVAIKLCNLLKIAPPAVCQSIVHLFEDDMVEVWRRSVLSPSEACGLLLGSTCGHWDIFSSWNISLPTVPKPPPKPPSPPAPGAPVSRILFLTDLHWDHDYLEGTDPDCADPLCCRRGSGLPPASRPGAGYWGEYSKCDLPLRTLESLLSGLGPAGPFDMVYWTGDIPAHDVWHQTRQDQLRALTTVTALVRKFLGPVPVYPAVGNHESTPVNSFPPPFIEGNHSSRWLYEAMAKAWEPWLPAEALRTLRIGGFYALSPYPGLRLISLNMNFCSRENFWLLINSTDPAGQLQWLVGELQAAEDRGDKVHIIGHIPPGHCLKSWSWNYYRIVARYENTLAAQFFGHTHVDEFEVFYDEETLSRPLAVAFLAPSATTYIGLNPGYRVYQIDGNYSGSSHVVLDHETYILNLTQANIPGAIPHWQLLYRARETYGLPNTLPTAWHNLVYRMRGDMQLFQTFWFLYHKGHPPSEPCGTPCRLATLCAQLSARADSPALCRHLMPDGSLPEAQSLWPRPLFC
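HMU-PC0 cleavage (9 uM final) by human placental ASM, 60 min at 37 °C following 10 min compound exposure at RT; stopped at pH 10, fluorescence Ex 386/Em 447 nm.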
KCNH2 3.1 inh: inhibitors of human KCNH2 3.1 potassium channel isoform; U2OS KCNH2 3.1, thallium flux FluxOr; stronger effect = lower value; activity change, % (tested at about 1.8 µM); 340,000 compounds, 0.95% hits; AID 720553;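 active means maximum activity change below -70%; inconclusive means maximum activity change from -70% to -50%; inactive means maximum activity change above -50%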;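 further: thallium influx rate constant from kinetic fluorescence after stimulation buffer; on the % scale 0 is the no-effect control and ±100 the full control effect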
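Measured as rate of thallium-driven FluxOr signal in transduced U2OS cells carrying the 3.1 channel, read kinetically for 2 min upon stimulation; values are rate constants scaled to DMSO control wells.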
MBNL1 CUG block: blocks human MBNL1 binding to CUG repeat RNA; Q9NR56; TR-FRET MBNL1-His/biotin-(CUG)12 binding, 665/545 ratio; Potency, µM (highest dose often 57.5 µM), for the others: at the highest dose activity change, negative = inhibition, most hits filed as inhibitors; 280,000 compounds, 0.036% hits; AID 2675; active means well fitted inhibition curve with a large enough effect in the signal ratio, with a control signal flat, not every such curve was filed as active; inconclusive means small, poorly fitted or top-dose-only effect, or effect the other way, or a change in a side signal; inactive means no such curve, though single readings can be large or run the other way; the % refers to the signal ratio; further: potency means the concentration at half of the fitted maximal effect; on the % scale 0 is the no-effect control and ±100 the full control effect
Target sequence (Q9NR56 whole entry, looked up): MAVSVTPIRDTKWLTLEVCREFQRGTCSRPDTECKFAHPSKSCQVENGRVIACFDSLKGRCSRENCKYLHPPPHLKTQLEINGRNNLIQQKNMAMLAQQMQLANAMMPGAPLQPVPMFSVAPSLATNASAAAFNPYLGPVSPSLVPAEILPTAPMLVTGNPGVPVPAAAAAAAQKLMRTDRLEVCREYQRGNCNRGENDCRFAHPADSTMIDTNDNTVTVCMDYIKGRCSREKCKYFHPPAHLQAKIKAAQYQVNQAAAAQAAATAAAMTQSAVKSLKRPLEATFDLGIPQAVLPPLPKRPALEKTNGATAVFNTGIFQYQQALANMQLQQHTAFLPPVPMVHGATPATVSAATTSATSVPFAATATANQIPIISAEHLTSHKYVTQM
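TR-FRET readout: Ex 340 nm, 665/545 nm emission ratio, normalized to buffer-only (basal) and MBNL1-(CUG)12 controls. Complex of MBNL1-His with Biotin-(CUG)12, compounds 92 nM–58 uM, incubated 60 min at room temperature.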
Integrin act MD: activators of alpha7 integrin expression for muscular dystrophy. alpha7betagal myoblasts, beta-gal FDG fluorescence, 48 h. Potency, µM (doses to about 38.3 µM), without a hit: at the top dose activation, hits mostly activators. 350,000 compounds, 0.064% hits;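 further: potency means the concentration at half of the fitted maximal effect; 100% = response of the positive control SU9516; nearly all actives have a fitted effect of over 60% in size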
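Alpha7betagal+/- myoblasts (passage 13) were plated 16-24 hr, then exposed to compounds (1:260 dilution of DMSO stock) for 48 hours at 37C. After MPER lysis, β-galactosidase reporter activity was read as FDG fluorescence (ex 480/em 540) after 30 minutes.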
Active calls of the source: *; i = inactive; ? = inconclusive; / = no result given; [ ] = remark or other dose. Unless noted, the call rests on the fitted dose curve; in most records, active means well fitted curve in the direction sought with a large enough effect; inconclusive means small, poorly fitted or top-dose-only effect, or another doubt; inactive means no such curve, though single readings can be large; an effect the other way counts as inactive or inconclusive.

structure,TRPV1 agonist,GALK inh,A-T KAP1 phos,CXXC DNA block,KCNH2 WT inh,Coupling enz,S-ASM inh,KCNH2 3.1 inh,MBNL1 CUG block,Integrin act MD
O=C(NCc1cccnc1)c1ccccc1CCc1ccccc1,-1.4,-1.0%,-1.1%,8.8%,-4.7,3.3,-1.8%,1.4,-5.6%,?
Cc1cc(NC(=O)CSc2nnc(-c3ccco3)n2Cc2ccco2)no1,-1.1,0.5%,2.3%,-2.7%,6.1,3.8,-1.0%,-2.8,-3.5%,-8.2%
O=C(NCc1ccncc1)C1CCCN(S(=O)(=O)c2ccc(Br)cc2)C1 (configuration not stated),11.0,4.8%,3.6%,6.2%,-10.0,3.8,4.6%,-5.4,-0.9%,16.2%
O=C(NCc1ccccn1)C(=O)N/N=C/c1ccc2c(c1)OCO2,1.8,1.5%,5.3%,7.6%,-6.7,0.2,-1.6%,-106.0*,?,-8.4%
O=C(NNS(=O)(=O)c1ccc(Br)cc1)NC1CCCCC1,4.7,/,0.9%,6.2%,-1.6,6.3,8.7%,?,-6.4%[11.5 µM],12.5%
COc1ccc(Cl)cc1N1C(=NC(=O)C2CCCCC2)SC2CS(=O)(=O)CC21 (configuration not stated),4.9,6.4%,3.7%,9.1%,14.9,-2.5,-12.6%,-22.0,-2.1%,12.9%
O=C(NCCC1=CCCCC1)C1CCN(c2nc3ccccc3o2)CC1,?,1.0%,-5.6%,-6.7%,-4.9,0.9,-2.3%,-9.2,-4.7%,-0.6%
Cc1cccc(OCc2nc3c4c(ncn3n2)-c2ccccc2CC42CCCC2)c1,6.8,-0.2%,-5.6%,12.1%,-3.7,-2.3,-4.6%,5.7,?,7.7%
Cc1ccc(/C=N/NC(=O)c2nnn(-c3nonc3N)c2CN(C)C)s1,16.2,4.8%,-2.4%,-4.2%,19.7,/,2.7%,13.8,7.6%,12.2%
O=C(COc1ccc(F)cc1)N1CCC(c2ccccc2)C1 (configuration not stated),?,-1.8%,1.7%,9.2%,2.4,6.3,5.7%,-7.2,-2.2%,54.9%
CC(C)(C)c1ccc(C(=O)c2c[nH]c(C(=O)NCCCN3CCOCC3)c2)cc1,2.1,-1.9%,-4.7%,0.4%,46.5,0.3,0.4%,-21.1,-0.2%,-1.7%
Cc1nnc(NC(=O)CSc2ccc(-c3ccc(Cl)cc3)nn2)s1,25.5,3.7%,-2.9%,13.7%,-8.4,0.3,0.5%,6.9,-3.5%,13.0%
CCOc1ccc(Nc2ccc(N3C(=O)CCC3=O)cc2[N+](=O)[O-])cc1,1.9,1.3%,4.2%,-6.1%,-1.1,3.0,-6.0%,-8.6,?,-6.1%
Cc1cc(C(=O)N2CCC(C(N)=O)CC2)c(C)o1,0.0,/,0.3%,/,-0.2,/,5.9%,14.2,/,?
CC(C)NS(=O)(=O)c1ccc(CCC(=O)N2CCCC2)cc1,-1.4,6.3%,2.6%,-16.8%,-0.6,-1.6,3.5%,0.4,-2.7%,-7.8%
CC(OC(=O)c1ccccc1C(=O)O)c1ccccc1 (configuration not stated),/,/,/,/,2.7,/,4.2%,30.6,/,17.0%
Cc1cccc(NC(=O)CN2C(=O)S/C(=C\C(=O)Nc3ccc(Cl)cc3)C2=O)c1,-2.1,0.3%,2.1%,0.3%,0.0,-0.3,8.3%,2.4,/,10.3%
CC(C)C(=O)Nc1ccc2c(c1)nc1n2CCSC1,-2.1,-1.5%,11.9%,0.3%,12.3,-10.7,4.6%,-12.4,-1.0%,1.4%
CCOCCCNC(=O)C1c2ccccc2Oc2ccccc21,13.6,1.5%,1.4%,5.5%,-35.3,2.6,-1.4%,-1.5,-4.3%,21.8%
O=C1CCCN1CC(=O)N1CCCC(Nc2cccc(F)c2)C1 (configuration not stated),-0.9,-2.8%,11.2%,3.9%,5.6,0.1,1.0%,4.4,-10.3%,14.4%
COc1ccc(CCNC(=O)c2nonc2N)cc1OC,1.2,-2.1%,-5.7%,-1.1%,0.9,0.1,1.9%,4.8,-1.6%,0.4%
COC(=O)c1ccccc1NC(=S)NC(=O)c1cccc2ccccc12,2.7,-5.0%,1.0%,32.7%[activator],-7.7,/,-2.1%,-6.6,5.9%,-23.7%
COc1ccc(CCN(C)CC(O)COc2ccc(C(C)=O)cc2OC)cc1OC (configuration not stated),-1.0,-0.2%,6.3%,2.9%,22.9,-1.6,-0.3%,-3.5,2.1%,43.5%
O=C(CNc1cccc(S(=O)(=O)N2CCCCCC2)c1)Nc1cccc([N+](=O)[O-])c1,10.3,/,4.4%,/,16.2,/,-5.8%,-2.8,/,?
O=C(/C=C/c1ccccc1)c1ccc2c(c1)OCCCCO2,?,-7.0%,35.2%,0.0%,6.2,-2.5,-27.1%,17.6,1.6%,-65.1%[inhibitor]
CCC(Oc1ccc2ccccc2c1)C(=O)O (configuration not stated),-6.4,0.5%,-5.1%,-1.7%,-14.8,2.6,3.2%,-6.7,-21.0%,10.9%
COc1ccc(/C=C/C(=O)c2cccc(-n3cnnn3)c2)cc1O,5.2,-1.7%,-4.2%,-17.2%,9.9,-3.3,-2.4%,-5.7,14.2%,0.7%
Cn1ccnc1C(OC(=O)c1ccc(Cl)cc1)C(F)(F)F (configuration not stated),-4.2,2.7%,0.8%,6.4%,-2.3,3.2,3.0%,-8.0,-1.5%,0.0%
COc1cc(-c2noc(C)c2C(=O)NCCc2cccs2)cc(OC)c1OC,/,/,-1.4%,/,-10.5,/,3.4%,-14.3,/,-10.4%
Cc1ccc2nc(CSc3nnc(-c4ccco4)o3)cc(=O)n2c1,-4.6,2.3%,2.4%,8.5%,10.7,0.6,-2.0%,-0.8,?,-22.4%
COc1ccc(C(CNC(=O)c2ccc(N3CCCC3=O)cc2)N2CCCC2)cc1 (configuration not stated),1.8,/,-6.5%,/,-21.5,/,1.7%,5.6,/,-14.8%
C=CCOc1c(Br)cc(C2C3=C(CCCC3=O)N(C)C3=C2C(=O)CCC3)cc1OCC,-5.0,-4.4%,33.6%,-4.9%,4.2,3.4,i,2.9,44.1%[activator],-13.1%
O=C(c1cc(-c2ccccc2)nc2ccccc12)N1CCCc2ccccc21,20.5,0.9%,7.1%,10.4%,7.0,-0.3,-1.1%,-34.6,/,0.2%
COc1cc2[nH]c(=O)c(C(=O)NCc3ccccc3Cl)c(O)c2cc1OC,2.2,-4.4%,15.0%,21.3%,37.6,2.4,2.6%,-4.8,-16.7%,18.7%
Clc1ccccc1-c1nnc2sc(-c3ccncc3)nn12,1.3,2.4%,8.2%,10.7%,-3.5,4.6,-4.8%,-1.0,25.9%,16.8%
O=C1CCCN1CN1CCCCC1,-1.9,0.3%,3.8%,?,-5.2,1.3,4.5%,-4.7,-6.7%,0.0%
C=CCN(c1ccccc1Cl)S(=O)(=O)c1cccc(C(=O)NCCc2ccc(OC)cc2)c1,8.0,-0.7%,6.3%,-6.5%,-1.4,-3.9,0.6%,-30.5,?,-32.5%
Cc1ccc(NC(=O)Nc2ccc3c(c2)OCO3)c(Br)c1,2.0,-5.7%,-5.7%,-8.4%,2.5,0.8,-2.6%,0.7,-5.4%,13.2%
O=C(N1CCCCCC1)n1c(Cc2ccccc2)nc2ccccc21,-1.1,1.3%,/,-4.6%,-1.5,5.0,-8.7%,-3.9,?,-6.0%
COc1cccc(NC(=O)CN(C)C(=O)c2ccccc2OCC(=O)Nc2cccc(C(F)(F)F)c2)c1,7.1,/,1.0%,/,-13.0,/,-1.1%,-7.3,/,-24.8%
O=C(/C=C/c1ccc(F)cc1)c1cc(Br)ccc1O,10.4,-3.2%,0.0%,1.6%,-4.2,-0.6,-0.7%,-8.7,-5.3%,-18.1%
CCCN(CCC)S(=O)(=O)c1ccc(C(=O)NCc2ccc3c(c2)OCO3)cc1,17.0,0.3%,5.9%,0.3%,2.3,-0.3,-5.7%,-9.1,0.3%,19.9%
CCOC1(OCC)C(c2ccc(N)cc2)C(C#N)(C#N)C1(OCC)OCC (configuration not stated),3.3,/,-8.5%,-2.8%,-15.1,-3.6,-2.6%,-4.7,8.3%,-15.8%
C[n+]1c(-c2ccccc2)sc([S-])c1-c1ccccc1,/,/,/,/,-2.7,/,-4.3%,0.2,/,-39.7%
CC(=O)NC(c1ccc([N+](=O)[O-])cc1)c1c(O)ccc2ccccc12 (configuration not stated),1.0,5.7%,3.7%,-4.0%,6.4,-0.3,-7.8%,/,16.1%,-4.2%
Clc1ccc(OCCn2cnc3ccccc32)c(Cl)c1,?,-6.2%,-5.3%,-2.9%,-0.9,3.3,-9.5%,-0.8,2.6%,-10.2%
